# PGE2 EP2 inh = blocks the human prostaglandin E2 receptor EP2. C6 glioma cells expressing human EP2, cAMP TR-FRET; cells stimulated with saturating PGE2. inhibition, % at 25 µM. P43116. AID 1422. 260,000 tested, 0.52% active;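 active = percent inhibition above 40 after rounding to a whole number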;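 note: rat C6 glioma host cells with rolipram phosphodiesterase inhibitor present; the protocol text gives 20 µM as final concentration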
# Target sequence (P43116 whole entry, looked up): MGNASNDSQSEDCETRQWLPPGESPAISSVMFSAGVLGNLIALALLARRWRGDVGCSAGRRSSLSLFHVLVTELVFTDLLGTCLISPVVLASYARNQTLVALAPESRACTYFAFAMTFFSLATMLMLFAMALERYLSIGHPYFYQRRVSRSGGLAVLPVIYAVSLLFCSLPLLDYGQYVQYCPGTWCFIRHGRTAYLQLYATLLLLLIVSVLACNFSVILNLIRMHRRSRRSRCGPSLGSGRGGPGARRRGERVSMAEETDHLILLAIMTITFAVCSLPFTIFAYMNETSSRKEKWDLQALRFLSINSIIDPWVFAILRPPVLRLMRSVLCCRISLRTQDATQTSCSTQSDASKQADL
# Starred values were filed as active, the others as inactive; & = joins results of further samples. A portion of the library; count on the stated rates, not on these rows.
SMILES,PGE2 EP2 inh
CCNCc1cc2c(C)nn(-c3ccc(F)cc3)c2[nH]c1=O,2.3
CCOc1ccccc1N(CC(=O)N1CCC(C(N)=O)CC1)S(=O)(=O)c1ccc(C)cc1,6.8
Cc1c(C)n(CCC(=O)N2CCC3(CC2)NC(=O)c2ccccc2N3)c2ccccc12,10.7
C=CCn1c(N2CCC(C(=O)NC(C)c3cc(OC)ccc3OC)CC2)nc2ccccc21 (stereo unspecified),11.5
COc1ccc(CC(=O)Nc2nnc(Cc3ccc(OC)c(OC)c3)s2)cc1,14.1
Cc1ccc2[nH]c(=O)c(CN(Cc3ccco3)C(c3nnnn3CCc3ccccc3)C(C)C)cc2c1 (stereo unspecified),19.6
CCN(CC)CCCNC(=S)N(CCCO)Cc1cc2cccc(C)c2[nH]c1=O,10.8
O=C(O)C1CCCN(S(=O)(=O)c2ccc(S(=O)(=O)N3CCCCC3)cc2)C1 (stereo unspecified),5.3
CCN(Cc1ccccc1)C(c1cc2cc(OC)c(OC)cc2[nH]c1=O)c1nnnn1C(C)(C)CC (stereo unspecified),9.7
COc1cc(C2C(C#N)=C(N)Oc3c2c(C)nn3-c2ccccc2)ccc1OCC#N (stereo unspecified),7.5
COC(=O)C(Cc1cnc[nH]1)NC(=O)c1ccc2nc(C)[nH]c2c1 (stereo unspecified),6.4
Oc1ccc(-c2nc3cnccn3c2NC2CCCC2)cc1O,14.6
Cc1cccc2cc(C(c3nnnn3C(C)(C)C)N(Cc3ccccc3)Cc3ccco3)c(=O)[nH]c12 (stereo unspecified),6.3
COCC(=O)N(Cc1cc2cc(C)ccc2[nH]c1=O)c1ccc(C)c(C)c1,1.3
O=C(Nc1ccc2ncccc2c1)c1ccco1,5.0
COc1cc2c(cc1OC)C(CCN)=NCC2,3.9
O=C(CN1C(=O)c2cccc3cccc1c23)Nc1ccccc1C(=O)NC1CCCCC1,10.3
Cc1ccc2[nH]c(=O)c(C(c3nnnn3C3CCCC3)N(C)C3CCCCC3)cc2c1 (stereo unspecified),6.9
CCS(=O)(=O)N1CCN(S(=O)(=O)c2ccc(S(=O)(=O)N3CCCCCC3)cc2)CC1,1.0
CCc1nc2cc(NC(=O)c3cnc(SC)nc3)ccc2n1C,8.8
CCn1c(CNc2ccc(C)cc2C)nnc1SCC(=O)OC1CCCCC1,7.9
O=C(Nc1sc2c(c1C(=O)Nc1ccc(O)cc1)CCCC2)c1ccco1,25.0
CCOc1ccc(NC(=O)CSc2nnc(-c3cccc(O)c3)o2)cc1,24.4
O=C(CSc1nc(O)c(C2CCCCC2)c(=O)[nH]1)Nc1ccc(F)cc1,4.2
O=C(Nc1ccc(F)cc1)N(Cc1cc2cc3c(cc2[nH]c1=O)OCCO3)CC1CCCO1 (stereo unspecified),8.9

# The final 6 records of the section above are carried over, then new ones follow:
SMILES,PGE2 EP2 inh
CCc1nc2cc(NC(=O)c3cnc(SC)nc3)ccc2n1C,8.8
CCn1c(CNc2ccc(C)cc2C)nnc1SCC(=O)OC1CCCCC1,7.9
O=C(Nc1sc2c(c1C(=O)Nc1ccc(O)cc1)CCCC2)c1ccco1,25.0
CCOc1ccc(NC(=O)CSc2nnc(-c3cccc(O)c3)o2)cc1,24.4
O=C(CSc1nc(O)c(C2CCCCC2)c(=O)[nH]1)Nc1ccc(F)cc1,4.2
O=C(Nc1ccc(F)cc1)N(Cc1cc2cc3c(cc2[nH]c1=O)OCCO3)CC1CCCO1 (stereo unspecified),8.9
CCn1nc(C)c(CN(CCCN2CCOCC2)Cc2ccc(C)o2)c1C,6.3
COc1cc(-c2coc3cc(O[C@@H]4O[C@H](CO)[C@@H](O)[C@H](O)[C@H]4O)c(OC)c(O)c3c2=O)cc(O)c1OC,13.1
COc1cc2oc3ccc(C#Cc4ccccn4)cc3c(=O)c2cc1OC,13.5
COc1ccc(CCN2C(=O)C(O)=C(C(=O)c3ccco3)C2c2ccc(O)cc2)cc1OC (stereo unspecified),12.9
CCc1c(C)sc(NC(=O)C2CC(c3ccccc3Cl)=NO2)c1C#N (stereo unspecified),16.4
O=C(NCCC(c1ccccc1)c1ccco1)C1CCCN1 (stereo unspecified),3.8
COc1ccc(NC(=O)CCN2CC(C)CC(C)C2)c(OC)c1 (stereo unspecified),8.8
COCCn1nnnc1C(C(C)C)N1CCN(c2nc3ccccc3s2)CC1 (stereo unspecified),13.4
CCOc1ccc2nc(SCC(=O)Nc3ccc4c(c3)OCCO4)c(C)cc2c1,15.7
COc1cc(OC)cc(C(=O)Nc2nccs2)c1,8.2
Cc1cc(C)c2nc(SCC(=O)Nc3nc(C)c(C)s3)c(C)cc2c1,8.8
COC(=O)c1ccc2[nH]c3c(c2c1)CC(C)CC3 (stereo unspecified),12.4
Cc1nc2nc(N)ccc2c(C)c1C,7.7
Cn1c(=O)c2[nH]c(CCCCC(=O)O)nc2n(C)c1=O,8.4
CN(C)c1ccc2c(c1)OC(N)=C(C#N)C2c1ccc(Cl)cc1 (stereo unspecified),13.8
COc1ccc(NCc2nnc(SCC(N)=O)n2-c2cccc(Cl)c2)cc1,8.1
CCN1CCN(CC(=O)Nc2ccc(C)c(Br)c2)CC1,9.2
COCCCN1C(=O)C(O)=C(C(C)=O)C1c1ccc(C)cc1 (stereo unspecified),12.1
O=S(=O)(c1ccc(Cl)cc1)c1ccc(N2CCSCC2)cc1,10.7
COc1ccc(NC(=O)C2CC(c3ccc(Cl)c(Cl)c3)=NO2)cc1OC (stereo unspecified),4.9
C1CCN2C[C@@H]3C[C@H](CN4CCCC[C@@H]34)[C@H]2C1,15.8&9.0
Cc1cc(C)nc(Sc2cn3ccsc3n2)n1,6.9
CN(C(=O)CSc1ncnc2sc3c(c12)CCC3)c1nc(-c2ccccc2)cs1,9.3
Cc1nnc(SCC(=O)Nc2cccc(C(F)(F)F)c2)n1C,29.3
CCCNC(=O)C1CCN(C(=O)c2ccc(OC)cc2)CC1,9.8
SMILES,PGE2 EP2 inh
CCOC(=O)CC(=O)NNC(=O)c1c(O)c2ccccc2n(C)c1=O,5.9
C[C@@H](N=C(N)N)C(=O)O,16.3
COc1ccc(OC)c(S(=O)(=O)N2CCC(C(=O)Nc3c(F)cccc3F)CC2)c1,6.7
COc1ccc(NC(=O)C2CCN(C(=O)Nc3ccc(Cl)cc3)CC2)cc1,6.5
CCOC(=O)c1c(-c2ccc(C)c(C)c2)csc1NC(=O)C1CCCO1 (stereo unspecified),9.4
CCOc1ccc2nc(N3CCCC(O)C3)c(C#N)cc2c1 (stereo unspecified),4.2
COc1ccc(C(=O)NCc2nc(-c3ccncc3)n[nH]2)cc1,10.0
COCCNC(=O)c1onc(CSc2ccccn2)c1C(=O)NCCOC,5.4
O=C(Nc1nc2ccc(F)cc2s1)c1cccc(Cl)c1,3.7
CC(C)(C)c1ncc(C(=O)Nc2nnc(Cc3cccc(F)c3)s2)cn1,3.8
COc1ccc(S(=O)(=O)N2CCC(C(=O)Nc3ccc(F)cc3)CC2)cc1OC,4.9
Cc1ccc(N2CC34C=CC(O3)C(C(=O)OC(C)C(=O)NC(C)(C)C)C4C2=O)c(C)c1 (stereo unspecified),8.8
O=C(C1CCCO1)N1CCC(c2ccc(F)cc2)CC1 (stereo unspecified),3.8
CCC(C)(C)NC(=O)c1ccc2c(c1)N(CC(=O)NC(C)(C)C)C(=O)C(C)(C)O2,12.5
CCc1ccc(NC(=O)c2cc3sccc3n2C)cc1,21.8
O=C(Nc1ccc(-c2cc3ccccc3oc2=O)cc1)c1ccc(Br)o1,3.8
CC(NS(=O)(=O)c1ccc(OCC(=O)NCc2cccnc2)cc1)c1ccccc1 (stereo unspecified),8.6
Cc1cc2ccccc2n2c(=O)n(CCNC(=O)C3CCCO3)nc12 (stereo unspecified),8.9
CCOc1ccc(/C=C/C(=O)NCC2CCCO2)cc1OC (stereo unspecified),21.8
C=CCn1cc(C(c2c(C)[nH][nH]c2=O)c2c(C)[nH][nH]c2=O)c2ccccc21,10.8
Cn1c(=O)c2c(nc(NCCNC(=O)Cc3cccs3)n2Cc2ccccc2)n(C)c1=O,15.8
CSc1ccccc1NC(=O)C1CCN(S(=O)(=O)c2ccc(Cl)cc2)CC1,15.3
O=S(=O)(NC1CCCCC1)c1ccc(S(=O)(=O)N2CCCCCC2)cc1,9.7
COc1ccc(-n2nnnc2SCC(=O)Nc2ccc(C)cc2C)cc1,11.6
O=C1CCC(C2CCC3(CC2)OCCO3)CC1,7.5
SMILES,PGE2 EP2 inh
O=C(CCC(=O)N(CC(=O)NC1CCCC1)c1ccc(F)cc1)Nc1nccs1,12.5
CCOC(=O)C[C@H]1c2ccccc2S(=O)(=O)N1c1cccc(OC)c1,22.9
COCCNc1c(-c2ccc(N)cc2)nc2ccc(C)cn12,14.5
CC1(C(=O)Nc2ccccc2C(F)(F)F)Cc2ccccc2C(=O)O1 (stereo unspecified),11.4
COc1ccc(C2(C(=O)NCCc3nc(-c4ccncc4)n[nH]3)CCCC2)cc1,5.8
CC(=O)C(=Cc1ccc(-c2ccc(Br)cc2)o1)C(C)=O,7.8
Cc1[nH]cnc1CN(Cc1ccc(F)cc1)C1CC(C)(C)NC(C)(C)C1,4.3
O=C(Nc1cc(Cl)ccc1Cl)C1CCCO1 (stereo unspecified),6.7
CCC(C)(C)n1nnnc1C(c1cc2ccc(C)c(C)c2[nH]c1=O)N1CCN(Cc2ccccc2)CC1 (stereo unspecified),7.2
CC1CCN(C(=O)CSc2nc3c(c(=O)n(C)c(=O)n3C)n2Cc2ccc(F)cc2)CC1,11.6
O=C1c2ccccc2S(=O)(=O)c2cc(C(=O)N3CCC(C(=O)N4CCCCC4)CC3)ccc21,10.8
CC(C)(C)OC(=O)N1CCN(C(=O)OCC2c3ccccc3-c3ccccc32)CC1C(=O)O (stereo unspecified),6.4
CC(=O)N[C@H]1[C@H]([C@H](O)[C@H](O)CO)OC(C(=O)O)=C[C@@H]1O,12.0
CCS(=O)(=O)N1CCN(Cc2nc3sc4c(c3c(=O)[nH]2)CCC(C(C)(C)C)C4)CC1 (stereo unspecified),11.8
Cn1nnnc1SCC1=C(C(=O)O)N2C(=O)C(NC(=O)C(OC=O)c3ccccc3)C2SC1 (stereo unspecified),4.9
C[C@@H](C(=O)O)/C(=C/c1ccc2c(c1)OCO2)C(=O)O,9.1
C1CCN(CC[C@@H]2CCCCN2)CC1,3.7
Cc1cc2cc(C(c3nnnn3Cc3ccccc3)N3CCCC(C)C3)c(=O)[nH]c2cc1C (stereo unspecified),14.5
CCCNC(=O)CSc1nnc2c(n1)[nH]c1ccc(C(C)C)cc12,17.8
COc1ccccc1NC(=O)C1=C(C)NC2=C(C(=O)CCC2)C1c1ccccc1OC (stereo unspecified),7.6
COc1ccc(C2(C(=O)N3CCC4(CC3)NC(=O)c3ccccc3N4)CCCC2)cc1,7.0
CCCc1nc(SCC(=O)Nc2nccs2)c2ccccc2n1,13.0
O=C(CN1CCC(c2ccc(F)cc2)CC1)N1CCOCC1,3.9
COc1ccccc1N(CC(=O)Nc1ccccc1C(=O)N1CCOCC1)S(C)(=O)=O,4.5
Cc1occc1-c1nn(CC(=O)N2CCCC2)c(=O)o1,6.5
SMILES,PGE2 EP2 inh
COc1cc(C)c(CN2CCn3c(CO)nnc3C2)cc1OC,6.5
COC(=O)c1cccc(NC(=O)CSc2nncn2-c2ccccn2)c1,4.5
COc1ccc(C)cc1N(CC(=O)N1CCCC1)S(=O)(=O)c1ccccc1,12.9
CC1CN(C(=O)Cn2nc(-c3cccs3)cc(N)c2=O)CC(C)O1 (stereo unspecified),-2.7
Cc1c(CN(C)CCOc2ccccc2)cnn1Cc1ccccc1,6.7
CCOc1ccc2nc3cc(NCc4ccco4)ccc3c(N)c2c1,34.2
O=c1[nH]c(/C=C\c2c(Cl)cccc2Cl)nc(O)c1[N+](=O)[O-],6.5
O=C(CN1C2CCC1CC(NC(=O)Nc1ccccc1)C2)NC1CC1 (stereo unspecified),7.1
Cc1csc(NC(=O)CSc2nnc(-c3cccnc3)n2-c2ccc(Cl)cc2)n1,8.1
Cc1cccc(C(=O)N[C@@H]2c3ccccc3C[C@@H]2O)n1,7.1
CCOC(=O)Cc1csc(NC(=O)CSc2nnc3c(C)cc4cc(OC)ccc4n23)n1,20.0
O=c1[nH]c2cc3c(cc2cc1CN(C(=S)Nc1ccccc1)C1CCCC1)OCCO3,8.6
CC(=O)N1CCC2(CC1)CC(=O)c1cc(Cl)ccc1O2,9.4
CNC(=S)N(CCN(C)C)Cc1cc2cc(OC)ccc2[nH]c1=O,3.4
CN(C)CCn1c(CO)nc2c1c(=O)n(C)c(=O)n2C,15.5
Cc1ccc(NC(=O)CCSc2nc(-c3ccco3)cc(C(F)(F)F)n2)cc1F,8.5
CN1CC(=O)N(CC(=O)N2CCCCCC2)c2ccccc2C1=O,10.7
CCC(CC)c1nnc(NC(C)=O)s1,13.5
O=c1ccn([C@@H]2O[C@H](COP(=O)(O)OP(=O)(O)O)[C@@H](O)[C@H]2O)c(=O)[nH]1,13.7
CCOc1cc(/C=C\c2nc(O)c([N+](=O)[O-])c(=O)[nH]2)ccc1OC(C)CC (stereo unspecified),8.4
CCS(=O)(=O)N1CCN(c2ncnc3c(-c4ccc(Cl)cc4)nsc23)CC1,6.1
CCOC(=O)C1=C(C)NC2=C(C(=O)CC(C)(C)C2)C1c1cc(OC)c(Br)cc1OC (stereo unspecified),14.6
CC[N+](C)(C)CC(C)(C)COC(=O)c1cc2cc(C)ccc2o1,10.2
COC(=O)c1ccccc1NC(=O)CSc1nncn1-c1ccccn1,10.3
Cn1ccnc1C1(O)CCN(C(=O)c2cccs2)CC1,8.8
COc1c(O)cccc1O,14.1
CCCNC(=O)c1onc(CSc2ccc(Cl)cc2)c1C(=O)NCCOC,4.5
COCC(C)NC(=O)c1ccco1 (stereo unspecified),7.6

# Another view of some results above.
molecule: CC(=O)N1CCC2(CC1)CC(=O)c1cc(Cl)ccc1O2
  PGE2 EP2 inh: 9.4
molecule: CN(C)CCn1c(CO)nc2c1c(=O)n(C)c(=O)n2C
  PGE2 EP2 inh: 15.5
molecule: COC(=O)c1ccccc1NC(=O)CSc1nncn1-c1ccccn1
  PGE2 EP2 inh: 10.3
molecule: O=c1ccn([C@@H]2O[C@H](COP(=O)(O)OP(=O)(O)O)[C@@H](O)[C@H]2O)c(=O)[nH]1
  PGE2 EP2 inh: 13.7

# Bioassay records (PubChem BioAssay)
